Assay outcomes as filed in PubChem BioAssay.
Autophagy HCS = autophagy modulation, high-content screen. MEF GFP-LC3 puncta imaging; test concentration mostly 10 µM. calls only at 10 µM (by protocol). actives 0.98% (n = 190,000);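 active = percentage of spot-positive cells more than 3 SD above its plate mean, without a fluorescence outlier flag or 80% toxicity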;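 note: spot-positive cell cutoff set from DMSO-treated cells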
Yfh1-off respiration = mitochondrial function rescue without frataxin homolog – Friedreich's ataxia, plus single-dose screen, dose response (AID 1465) | S. cerevisiae Yfh1-off respiration, WST-1 reduction, 72 h; higher fold induction means a stronger effect | one-dose fold induction at 50 µM; EC50 in µM for titrated hits | actives 0.074% (n = 220,000);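 active = fold induction of absorbance versus untreated yeast above a set limit, then at least 30% activation at any dose in follow-up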;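 note: activators that raise dye reduction in frataxin-depleted yeast; strong numbers were not always called active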
P. falciparum M17LAP = P. falciparum M17LAP inhibitors, primary screen, biochemical, fluorogenic H-Leu-NHMec substrate, 1536-well (AID 1619); recombinant M17LAP, H-Leu-NHMec fluorogenic kinetic assay; higher % means a stronger effect; inhibition, % at 30 µM; hits with a dose series show IC50 in µM; actives 0.38% (n = 220,000);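 active = compound inhibiting the enzyme by more than half at any dose during confirmatory dose-response retesting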;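 note: plate controls were full reaction with DMSO carrier for no effect and no enzyme background for full effect; strong numbers were not always called active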
MT stabilize HCS = stabilizes microtubules in HeLa cells | HeLa tubulin immunostaining HCS, 24 h; share of cells brighter than vehicle mean+2SD | % tubulin-high responders, % at 10 µM | actives 0.83% (n = 200,000);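 active = plate Z-score above 3 for both tubulin-high and condensed-nucleus cell shares, with cell loss under 80%, at 10 µM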;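 note: anti alpha tubulin signal scored within the nucleus-defined area of each cell; some results filed as inactive read as strong as hits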
Insulin prom up = MIN6 insulin promoter up-regulation | z-score at 5 µM | MIN6 insulin promoter-GFP reporter, high-content imaging; stronger effect = higher value | actives 0.3% (n = 190,000);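 active = z-score above 3 at 5 µM with at least 500 cells counted in the well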
Hep lipid drop = modulators of hepatic lipid droplet formation; AML12 mouse hepatocytes, oleate lipid droplets, BODIPY imaging; inhibition, % at 6.5 µM; actives 0.4% (n = 240,000);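 active = lipid droplet intensity inhibited by at least 50%, with more than 500 cells counted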
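Assay system: AML12 hepatocytes (mouse); Probe or stimulus: oleic acid at 100 µM to induce lipid droplet formation; Dosing: compound at 6.5 µM only; Schedule: compound with oleate, overnight; Detection: fluorescence imaging, 20x objective, two fields per well; Measure: % inhibition of lipid droplet signal.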
Dynein transport = blocks dynein driven cargo transport along microtubules | 3617.4 mouse cells, GR-EGFP nuclear translocation imaging; test concentration mostly 20 µM; stimulated with dexamethasone, 1 µM; stronger effect = lower value | z-score, hits read low | actives 0.47% (n = 220,000);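 active = plate z-score of nuclear minus cytoplasmic receptor signal below a set negative limit, without overly bright fluorescence or cell loss, cut at about -3.5 in these data, passing the limit was not always enough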;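 note: z-score of nuclear minus cytoplasmic ring GR-EGFP intensity difference per well; some compounds called inactive have numbers as strong as hits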
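Buffer or medium – tet-free medium with charcoal-stripped serum · Signal – automated 10x imaging of fixed Hoechst-stained cells · Also added – dexamethasone agonist, 1.0 µM final, for 30 min · Incubation – induction 48 h, compound 1 h, agonist 30 min · Read-out – GR-EGFP nuclear translocation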
M1AAP inhibition = malaria alanyl aminopeptidase activity blockers – biochemical, fluorogenic H-Leu-NHMec substrate, 1536-well (AID 1445); inhibition, % at 30 µM; hits with a dose series show IC50 in µM; recombinant M1AAP, H-Leu-NHMec fluorogenic kinetic assay; higher % means a stronger effect; actives 0.42% (n = 220,000);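 active = primary inhibition above the hit cutoff, then over 50% inhibition at one or more dose response concentrations, cut at about 23% in these data, passing the limit was not always enough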;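 note: plate controls were DMSO full reaction for no effect and no enzyme background for full effect; strong numbers were not always called active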
CSM14.1 death rescue = rescue of cells from ER stress-induced death, primary screen, 384-well, CSM14.1, thapsigargin, ATP luminescence (AID 1222). cellular ATP content (survival), % at 20 µM, or EC50 in µM where a hit was titrated. 190,000 tested, under 10 active. CSM14.1 thapsigargin-induced death rescue, ATP luminescence; higher % means a stronger effect;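 active = EC50 below 50 µM in the dose-response confirmation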;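 note: death triggered by thapsigargin at about 15 µM added after 2 h compound pretreatment; cell ATP read after overnight thapsigargin exposure of roughly 18 to 22 hours; normalized against plate controls of thapsigargin alone and 5% DMSO vehicle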
Dynein transport cytoplasmic EGFP = recorded beside Dynein transport, whose call it bears; z-score; measured here: cytoplasmic GR-EGFP intensity; stronger effect = higher value
Dynein transport nuclear GR-EGFP = recorded beside Dynein transport, whose call it bears; z-score; measured here: nuclear GR-EGFP intensity;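 lower value marks the stronger effect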
Dynein transport cell count = second read-out of Dynein transport, no call of its own (marks repeat the call); z-score; measured here: cell count per field
Insulin prom up cell count = second read-out of Insulin prom up, no call of its own (marks repeat the call); cell count; measured here: cytotoxicity, nuclei count;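 total cells summed across four imaged fields per well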
Hep lipid drop cells 6.5 µM = also measured in Hep lipid drop; calls as there; cell count; measured here: cell count, cytotoxicity flag;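 cells counted across two imaged fields per well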
MT stabilize HCS Hoechst-high % = recorded beside MT stabilize HCS, whose call it bears; % Hoechst-high responders; measured here: nuclear condensation Hoechst responders;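 share of cells brighter than vehicle mean plus two SD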
MT stabilize HCS cytotoxicity % = also measured in MT stabilize HCS; calls as there; toxicity, %; measured here: cytotoxicity by cell density;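 0% = mean cell density of plate MIN control wells and 100% = no cells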
Autophagy HCS cell loss 18 h = recorded beside Autophagy HCS, whose call it bears; toxicity, %; measured here: cell loss, nuclei count;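 cell loss after 18 h compound exposure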
Starred values were filed as active, the others as inactive; i = inactive; nt = no result given; + = active, no number.

SMILES	Autophagy HCS	Autophagy HCS cell loss 18 h	Yfh1-off respiration	P. falciparum M17LAP	MT stabilize HCS	MT stabilize HCS Hoechst-high %	MT stabilize HCS cytotoxicity %	Insulin prom up	Insulin prom up cell count	Hep lipid drop	Hep lipid drop cells 6.5 µM	Dynein transport	Dynein transport cytoplasmic EGFP	Dynein transport nuclear GR-EGFP	Dynein transport cell count	M1AAP inhibition	CSM14.1 death rescue
Cc1cc(C)cc(OCCCCCNCCO)c1	i	1	i	1%	1.8	2.3	5.2	-0.12	1079	-3	763	-0.024	-0.25	0.21	0.015	5%	-3.4%
CCOC(=O)CSc1nnc([C@@H](NC(=O)OC(C)(C)C)C(C)C)o1	i	3	i	10%	2.4	1.7	10	-0.66	1247	nt	nt	-0.076	-0.22	-0.058	0.37	8%	0.4%
CCn1nccc1C(=O)Nc1cc(Cl)ccc1Cl	i	-8	i	-2%	3.4	1.6	1.7	1.1	1247	10	702	0.66	-0.13	0.21	0.41	6%	nt
COC(=O)c1ccc(C2/C(=C(\O)c3ccc(OC)c(C)c3)C(=O)C(=O)N2c2cc(C)on2)cc1 (centres undefined)	i	-7	i	30%	2.8	2.4	5.9	0.38	1298	nt	nt	-0.37	-0.21	0.045	0.88	13%	-3.7%
CS(=O)(=O)N(CC(=O)NC1CCCCC1)c1cccc(Cl)c1	i	-11	i	-2%	3.6	2.2	3.2	nt	nt	-3	610	-1.3	-0.24	-0.71	0.89	1%	-1.6%
CC1CCN(C(=O)COC(=O)CCc2c[nH]c3ccccc23)CC1	i	11	i	-4%	6.8	3.7	10	-0.03	1310	14	700	-0.67	-0.34	-0.068	1.1	5%	-1.5%
Cc1ccc(N2CC(C(=O)Nc3ccc4c(c3)OCCO4)CC2=O)cc1 (centres undefined)	i	-1	i	3%	2.2	0.3	29	-0.58	1366	-4	676	0.032	-0.28	0.17	0.94	0%	-2.5%
C=CCn1c(SCC(N)=O)nc2nc3c(cc2c1=O)COC(C)(C)C3	nt	nt	i	-1%	nt	nt	nt	0.2	979	-2	730	0.0031	-0.18	0.095	-0.11	-1%	nt
COc1ccccc1C1(CCNS(=O)(=O)c2ccc(C)cc2)CCOC(C(C)C)C1 (centres undefined)	i	1	i	5%	6.6	1.4	14	-0.48	2252	-22	445	0.35	-0.23	0.22	0.17	5%	-1.3%
CCCCc1nnc(NC(=O)CSc2nc(=O)cc(N)n2-c2ccccc2)s1	i	-6	i	-6%	3.0	1.9	9.8	-0.64	1230	-4	687	0.44	-0.22	-0.48	-0.36	2%	nt
CCOC(=O)C1(CCOc2ccccc2)CCN(Cc2cccc3nonc23)CC1	i	-9	i	-6%	1.8	1.8	5.1	-0.88	1414	-26	666	-0.12	-0.18	-0.081	-0.16	12%	2.0%
Cc1cc(=O)n2cc(-c3ccccc3)nc2[nH]1	i	-7	i	-3%	1.0	1.1	2.3	0.13	1610	-30	656	-0.69	-0.15	-0.61	0.88	11%	-3.7%
N#CCCn1c(Cl)nc2ccccc21	i	20	i	5%	4.2	3.3	5.1	1.3	1428	nt	nt	0.58	-0.28	0.63	-0.82	-2%	-1.2%
CC(C)CCc1noc(CN(C)CCC2CCOCC2)n1	nt	nt	i	-6%	nt	nt	nt	-0.33	1125	-8	732	-1	-0.045	-0.55	0.73	1%	nt
O=C(CCl)Nc1cc(-c2ccccc2)nn1-c1ccccc1	+	63*	i	4%	5.9	2.2	42	nt	nt	-16	744	-4.8*	0.63*	-2.6*	0.11*	3%	-3.6%
COc1ccc(OC)c(N(CC(=O)NCCSc2ccccc2)S(C)(=O)=O)c1	i	-3	i	-4%	2.7	3.1	15	-1.2	1023	nt	nt	-0.6	-0.42	-0.25	0.66	-2%	-0.8%
Oc1ccc2ccccc2c1/C=N/n1cnnc1	i	10	i	11%	6.8	1.6	17	0.07	1134	4	758	-0.79	-0.22	0.14	0.98	5%	2.2%
O=C(C[n+]1ccc2ccccc2c1)Nc1cc(C(F)(F)F)ccc1Cl	i	10	i	-3%	5.6	2.0	8.7	-0.13	1444	18	590	0.25	0.93	0.53	-0.87	3%	-2.9%
COC(=O)Nc1ccc(=O)n(Cc2c(Cl)cccc2Cl)c1	i	21	i	-7%	2.1	1.0	4.7	nt	nt	nt	nt	0.12	-0.22	-0.22	-0.13	5%	-0.7%
CCc1nnc(NC(=O)CCN2C(=O)c3ccccc3S2(=O)=O)s1	i	0	i	-8%	3.4	2.0	61	0.72	1348	17	781	-0.6	-0.25	-0.072	1.1	4%	-2.1%
CCc1c(C)sc(NC(=S)N2CCN(S(C)(=O)=O)CC2)c1C(=O)OC	nt	nt	i	9%	nt	nt	nt	nt	nt	-2	763	1.2	-0.18	0.6	-1.6	4%	nt
COc1ccc(-c2csc(-c3ccccc3)n2)c(OC)c1	i	-19	i	7%	1.0	0.8	4.8	0.78	1287	9	747	0.71	-0.26	0.67	-0.042	-4%	5.5%
NC(=O)Cc1c[nH]c2cccc(O)c12	i	-47	i	-8%	3.8	2.2	9.1	1.6	1206	nt	nt	-0.37	-0.16	0.025	-0.036	4%	0.0%
c1ccc(-n2nnnc2Cc2nnnn2-c2ccccc2)cc1	i	2	i	-3%	2.4	2.6	6.5	-0.62	1308	3	716	0.45	-0.35	0.13	0.24	-2%	1.4%
CCC1(CC)Cc2ccccc2C(=C(C#N)C#N)N1	i	-1	i	9%	0.9	1.5	14	0.33	1988	6	713	-0.22	-0.22	-0.57	0.9	2%	-1.9%
COC(=O)c1ccc(CNC(=O)c2coc3ccccc3c2=O)cc1	i	10	i	14%	5.1	3.2	11	0.41	1369	24	667	-0.3	-0.16	-0.53	0.67	-2%	-0.6%
CCCn1nnnc1NC(=O)c1cc(Br)ccc1OC	i	16	i	1%	4.0	1.8	1.9	1.1	1660	7	706	-0.26	-0.29	-0.098	0.51	3%	-0.8%
OC(CNCc1ccccc1)c1ccccc1 (centres undefined)	nt	nt	i	3%	nt	nt	nt	0.11	1462	3	672	2.5	-0.13	1.3	-1.7	3%	nt
Cc1cccc(C2c3[nH]c4ccccc4c3CCN2Cc2cccn2-c2ncccn2)c1 (centres undefined)	i	16	i	-5%	5.9	0.8	8.0	-1.6	1203	-20	645	-1.5	-0.13	-0.83	0.73	7%	-2.2%
CCCC(=O)N=c1sc2c(OC)ccc(OC)c2n1C	nt	nt	i	-4%	nt	nt	nt	-0.39	1520	12	717	0.28	-0.23	-0.17	0.3	3%	nt
Cc1cc(C)c2nc3s/c(=C/c4ccccc4)c(=O)n3c2c1	i	-2	i	0%	2.0	1.6	7.6	0.36	855	5	735	-0.91	-0.023	-0.2	0.71	-1%	-3.4%
C=CCN=C1CCCc2c1[nH]c1ccc(C)cc21	i	0	i	-3%	3.6	3.1	7.2	-0.07	1269	-5	706	0.81	-0.23	-0.2	-1.8	4%	-0.2%
COc1cc(CN2CCN(c3ccccc3C)CC2)cc([N+](=O)[O-])c1O	i	13	i	12%	2.9	1.8	2.7	0.07	1220	1	706	1.2	-0.3	0.16	-0.69	3%	-0.4%
Cc1cccc(C)c1N1CCN(C(=O)N2CCCCC2)CC1	i	-3	i	5%	1.7	1.2	5.7	-0.46	1481	1	667	-1.1	-0.25	-0.75	0.61	2%	-0.4%
OCCSc1nnc(Nc2ccccc2)s1	i	24	i	44%	6.3	1.3	12	1.8	1164	nt	nt	-0.069	-0.37	-0.33	0.61	7%	-3.0%
C(=N\N1CCOCC1)/c1nc(-c2ccccc2)n2ccccc12	i	-5	i	12%	2.3	2.2	5.6	-0.11	1406	3	683	0.6	-0.31	0.3	-0.69	7%	2.7%
O=C(NCC1COc2ccccc2O1)c1ccco1 (centres undefined)	i	4	i	22%	7.4	1.3	6.1	-0.17	1524	nt	nt	1.2	-0.12	1.1	-0.45	8%	-0.5%
COc1ccc(N2Cc3ccccc3/C2=N\C(=O)Nc2ccccc2)cc1	i	-1	i	-2%	3.0	3.5	7.7	-1.4	1283	0	641	-0.42	-0.33	0.18	-0.019	13%	0.6%
CCOC(=O)c1c(CSC(=N)N)n(-c2ccccc2)c2cc(Br)c(OC(C)=O)cc12	nt	nt	i	2%	nt	nt	nt	-0.7	725	37	703	-2.5	2.4	-0.82	-5.7	0%	nt
CCN(CC)CC(=O)NC12CC3CC(CC(C3)C1)C2	i	-15	i	2%	2.0	1.8	11	-0.2	1036	11	737	0.53	-0.27	0.72	0.4	1%	-1.3%
COC(=O)c1sccc1NC(=S)N1CCN(c2ccccc2)CC1	i	-3	i	23%	4.7	1.8	1.2	0	1409	1	472	-0.059	-0.33	-0.21	0.38	3%	0.1%

Rewritten in markdown: part of the list above.
| mol | Autophagy HCS | Autophagy HCS cell loss 18 h | Yfh1-off respiration | P. falciparum M17LAP | MT stabilize HCS | MT stabilize HCS Hoechst-high % | MT stabilize HCS cytotoxicity % | Insulin prom up | Insulin prom up cell count | Hep lipid drop | Hep lipid drop cells 6.5 µM | Dynein transport | Dynein transport cytoplasmic EGFP | Dynein transport nuclear GR-EGFP | Dynein transport cell count | M1AAP inhibition | CSM14.1 death rescue |
| --- | --- | --- | --- | --- | --- | --- | --- | --- | --- | --- | --- | --- | --- | --- | --- | --- | --- |
| c1ccc(-n2nnnc2Cc2nnnn2-c2ccccc2)cc1 | i | 2 | i | -3% | 2.4 | 2.6 | 6.5 | -0.62 | 1308 | 3 | 716 | 0.45 | -0.35 | 0.13 | 0.24 | -2% | 1.4% |
| CCC1(CC)Cc2ccccc2C(=C(C#N)C#N)N1 | i | -1 | i | 9% | 0.9 | 1.5 | 14 | 0.33 | 1988 | 6 | 713 | -0.22 | -0.22 | -0.57 | 0.9 | 2% | -1.9% |
